POLB inh – inhibitors of human DNA polymerase beta | P06746 | Pol beta primer extension/strand displacement, fluorescence kinetic | Potency, µM (series often up to 114 µM), without a hit: at the highest dose activity change, negative = inhibition, usual class: inhibitors | 340,000 compounds, 1.3% hits | AID 485314; also: potency is read from the fitted curve at half-maximal effect; % is scaled to controls: 0 for no effect and ±100 for the full control effect
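Preincubation: enzyme (10 nM) with compound, 15 min, RT. Reaction: substrate added to 50 nM final. Reads: 0 and 10 min. Analysis: normalized, Hill fit.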
TRHR ag – activates the human TRH receptor | P34981 | TRHR cells, calcium flux fluo-8, FDSS agonist mode | activation, % at 2 µM | 360,000 compounds, 0.18% hits | AID 493084; in the data active = activation above about 30%; also: 0% is about no effect
Target sequence (P34981 whole entry, looked up): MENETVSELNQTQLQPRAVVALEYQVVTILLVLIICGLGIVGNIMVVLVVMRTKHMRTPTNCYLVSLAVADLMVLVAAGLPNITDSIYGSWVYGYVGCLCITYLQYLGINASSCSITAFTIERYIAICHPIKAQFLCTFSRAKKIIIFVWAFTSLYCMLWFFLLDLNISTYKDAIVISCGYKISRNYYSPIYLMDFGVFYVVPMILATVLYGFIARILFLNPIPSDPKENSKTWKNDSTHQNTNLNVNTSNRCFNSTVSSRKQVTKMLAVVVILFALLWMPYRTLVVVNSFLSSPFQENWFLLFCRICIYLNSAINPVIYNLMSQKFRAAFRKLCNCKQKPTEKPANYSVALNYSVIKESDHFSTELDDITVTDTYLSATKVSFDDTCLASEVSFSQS
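In this calcium-flux screen, cells bearing human TRHR are dye-loaded with fluo-8, baselined for 10 cycles, then exposed to library compounds; positive kinetic calcium responses during the agonist phase mark hits, with TRH as control.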
ERG-DNA inh – inhibitors of human ERG Ets domain-DNA interaction; P11308; fluorescence polarization, His-ERG Ets domain / labelled DNA; Potency, µM (titrated, usually from 76.9 µM), without a hit: at the highest dose FP activity, negative = inhibition, hits mostly inhibitors; 370,000 compounds, 0.028% hits; AID 624246; active = well fitted inhibition curve with a large enough effect in the polarisation, with a control signal flat; inconclusive = small, poorly fitted or top-dose-only effect, or effect the other way, or a change in a side signal; inactive = no such curve, though single readings can be large or run the other way; the % refers to the polarisation;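 also: polarization taken with two DNA probes labelled with fluorescein and Texas red; potency is read from the fitted curve at half-maximal effect; % of control where 0% means no effect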
Target sequence (P11308 whole entry, looked up, the tested form may be a part): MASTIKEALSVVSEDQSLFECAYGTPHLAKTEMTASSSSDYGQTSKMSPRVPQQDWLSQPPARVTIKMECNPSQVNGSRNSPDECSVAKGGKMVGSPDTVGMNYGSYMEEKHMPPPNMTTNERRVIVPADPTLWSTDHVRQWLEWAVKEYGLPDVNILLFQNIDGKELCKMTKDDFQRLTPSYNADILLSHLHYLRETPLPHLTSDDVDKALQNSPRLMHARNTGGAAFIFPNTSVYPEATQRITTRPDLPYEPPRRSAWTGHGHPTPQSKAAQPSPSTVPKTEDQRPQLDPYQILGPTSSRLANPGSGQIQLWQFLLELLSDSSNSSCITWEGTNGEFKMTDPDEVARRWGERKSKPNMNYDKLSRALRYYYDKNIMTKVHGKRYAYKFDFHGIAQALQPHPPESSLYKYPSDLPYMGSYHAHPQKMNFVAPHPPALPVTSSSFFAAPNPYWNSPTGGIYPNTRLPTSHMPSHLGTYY
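His-tagged ERG Ets domain (1 uM in the protein solution; 300mM KCl, 50mM Tris-HCl, 1mM EDTA, 1mM DTT, pH 7.5) received compound, then a probe mix of 5 nM fluorescein-DNA and 100nM Texas-615-DNA. Fluorescence polarization was read for both dyes.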
POLK inh – blocks human DNA polymerase kappa activity | purified Pol kappa, fluorescent DNA synthesis assay, 10 min | 400,000 compounds, 0.53% hits | Potency, µM (highest dose often 107 µM), inactives show at the top dose activity, negative = inhibition, usual class: inhibitors | Q9UBT6 | AID 588579; also: potency is read from the fitted curve at half-maximal effect; % is scaled to controls: 0 for no effect and ±100 for the full control effect
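10 nM Pol kappa was preincubated with compounds for 15 min at room temperature. Reaction started with 50 nM (final) substrate. Fluorescence read kinetically at 0 and 10 min.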
APE1 inh – blocks human APE1 abasic DNA cleavage. recombinant APE1, TAMRA/BHQ-2 abasic DNA cleavage fluorescence. Potency, µM (highest dose often 65.8 µM), inactives show at the top dose activity change, negative = inhibition, usual class: inhibitors. 350,000 compounds, 0.35% hits;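 also: potency is read from the fitted curve at half-maximal effect; plate controls were vehicle for no effect and reference inhibitor for full effect; nearly all actives have a fitted effect of over 55% in size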
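Step 1: APE1 (0.75 nM) with compound, 15 min RT. Step 2: add 50 nM fluorophore/quencher THF duplex. Step 3: three fluorescence reads 60 s apart (525/598 nm); read 3 minus read 1 = reaction progress.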
Pol iota inh – inhibitors of human DNA polymerase iota. Potency, µM (series often up to 115 µM), inactives show top-dose activity, negative = inhibition, most hits filed as inhibitors. 390,000 compounds, 1% hits. Pol iota fluorescent replication assay, 10 min; also: potency is read from the fitted curve at half-maximal effect
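Fluorescent replication assay read twice, at 0 min and 10 min after adding 50 nM (final) substrate. Enzyme (10 nM) and compounds were first incubated 15 min at room temperature; enzyme-free buffer wells were negative controls.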
BLM helicase inh – Bloom syndrome helicase (human) inhibition; recombinant BLM DNA unwinding, fluorescence dequenching; Potency, µM (top dose mostly 56.1 µM), for inactives: top-dose activity change, negative = inhibition, actives largely listed as inhibitors; 350,000 compounds, 0.2% hits; AID 2528;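 also: potency is read from the fitted curve at half-maximal effect; plate controls were vehicle for no effect and no enzyme for full effect; nearly all actives have a fitted effect of over 35% in size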
12-LOX inh – blocks human arachidonate 12S-lipoxygenase; purified 12hLO, xylenol orange hydroperoxide absorbance; Potency, µM (series often up to 108 µM), for the others: top-dose activity change, negative = inhibition, usual class: inhibitors; 580,000 compounds, 1.1% hits; AID 1671190; also: potency is read from the fitted curve at half-maximal effect; % is scaled to controls: 0 for no effect and ±100 for the full control effect
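Hydroperoxide product was detected by ferrous iron/xylenol orange as the 573 to 405 nm absorbance ratio. Arachidonic acid at 40 uM (final) was turned over for 30 min at room temperature by 150 nM human 12hLO, pH 7.0 Hepes buffer, after 15 min compound preincubation.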
Anesthetic bind – binds horse apoferritin like a general anesthetic | Potency, µM (top dose mostly 77.5 µM), without a hit: top-dose activity change, negative = displacement, actives largely listed as inhibitors | apoferritin/1-aminoanthracene competitive binding, fluorescence | 350,000 compounds, 0.074% hits | P02791; also: potency is read from the fitted curve at half-maximal effect; % is scaled to controls: 0 for no effect and ±100 for the full control effect; nearly all actives have a fitted effect of over 20% in size
Target sequence (P02791 2-175 limits assumed): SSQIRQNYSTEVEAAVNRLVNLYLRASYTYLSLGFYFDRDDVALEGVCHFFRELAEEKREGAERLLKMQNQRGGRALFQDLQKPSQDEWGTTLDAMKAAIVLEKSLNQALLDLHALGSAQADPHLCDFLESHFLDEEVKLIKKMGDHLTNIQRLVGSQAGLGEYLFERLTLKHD
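Concentration-response curves derived by four-parameter Hill fitting of normalized fluorescence, where compounds displaced 1-AMA from 10 uM horse apoferritin following a brief 10 min room-temperature incubation; propofol titration acted as positive control.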
* marks the source's active call; other numbers are inactive results; ? = inconclusive; nt = not tested or not shown; & = joins results of further samples; [ ] = remark or other dose. Unless noted, calls follow the shape of the dose curve; as a rule, active = well fitted curve in the direction sought with a large enough effect; inconclusive = small, poorly fitted or top-dose-only effect, or another doubt; inactive = no such curve, though single readings can be large; an effect the other way counts as inactive or inconclusive. The list is partial. The share of hits here may be higher or lower than overall.

SMILES	POLB inh	TRHR ag	ERG-DNA inh	POLK inh	APE1 inh	Pol iota inh	BLM helicase inh	12-LOX inh	Anesthetic bind
COc1ccc2cc(C(c3nnnn3C3CCCC3)N3CCCCCC3)c3nnnn3c2c1 (configuration not stated)	13%	0.0	4%	-3%	-10%	6%	-9%	0%	-12%
CCCCCNc1nc(-c2ccccc2)nc(-n2ccnc2)n1	3%	-0.1	-26%	-13%	6%	120%[activator]	-4%	11%	-8%
Cc1ccc(CN2CC(C(=O)N3CC(C)CC(C)C3)CC2=O)cc1 (configuration not stated)	nt	-0.3	2%	-1%	6%	35%[activator]	nt	2%	nt
O=C(CSc1nnc(C2CC2)n1CC1CCCO1)Nc1ccccc1Cl (configuration not stated)	36%	-1.6	-11%	-24%	-6%	5%	0%	-17%	1%
Cc1nn(-c2ccc(C(=O)OC(C)C)cc2)c(C)c1[N+](=O)[O-]	-19%	0.3	-1%	-7%	16%	3%	-2%	-9%	-2%
Cc1n[nH]c(C)c1Cc1ccc(C(=O)O)cc1	-23%	-0.2	nt	-5%[60.1 µM]	1%	2%	-1%	4%	3%
CCOC(=O)C1CCN(C(=O)c2ccccc2CCc2ccccc2)CC1	?	0.1	-7%	-4%	-3%	13%	-4%	-4%	-14%
Cc1ccc(NC(=O)CSc2nc(O)cc(=O)n2C)cc1	16%	0.2	17%	-9%	1%	?	-3%	0%[57.4 µM]	-15%
O=C(CCC(=O)Nc1ccccc1)NNS(=O)(=O)c1ccccc1[N+](=O)[O-]	8%	0.3	-4%	-16%	-1%	96%[activator]	1%	6%	-9%
Cc1ccc(-n2c(C)cc(C(=O)CN3CCOCC3)c2C)cc1	33%[activator]	-0.7	8%	1%	21%	139%[activator]	-3%	-1%	-3%
O=C(CSC1=NC(=O)C(Cc2ccccc2)C(=O)N1)Nc1ncccn1 (configuration not stated)	19%	0.6	nt	nt	0%	nt	-2%	-17%	-10%
CCOc1ccc(OCc2ccc(C(=O)N3CCCC(C)C3)cc2)cc1 (configuration not stated)	-22%	-0.1	-1%	-15%	1%	?	-5%	0%	?
Cc1cc(/C=C2/NC(=O)NC2=O)c(C)n1-c1ccc(N2CCOCC2)cc1	0%	0.6	-8%	-8%	-1%	44%[activator]	0%	2%	?
Cn1cnnc1SCC(=O)OCN1C(=O)c2ccccc2C1=O	-16%	0.6	-1%	-6%	-2%	-5%	1%	5%	-4%
COc1ccccc1NC(=O)COC(=O)c1ccc2c(c1)OCCO2	nt	-0.1	nt	-15%	10%	-10%	nt	1%	nt
CCc1ccc(Cn2ncc3c(C(=O)O)cc(C)nc32)cc1	nt	nt	2%	-6%	nt	-26%	nt	-11%	nt
COc1ccccc1CCNC(=O)CCc1c(C)c2cc3c(C)coc3cc2oc1=O	5%	-0.2	1%	13%	nt	0%	-5%	-8%	1%
Cn1cccc1C(=O)OCC(=O)c1ccc(Br)s1	nt	nt	-15%	-6%	-8%	20%	nt	?	nt
Cc1ccc(Cl)cc1NC(=O)CN1C(=O)CSc2ccc(S(=O)(=O)N3CCCC3)cc21	?	3.0	0%	-8%	nt	22%	-4%	-10%	-10%
CCC(CC)NC(=O)CO/N=C/c1ccc(Cl)cc1Cl	10%	-0.9	9%	-11%	0%	20%	-1%	-10%	-13%
Cc1nc2ccc(NC(=O)c3ccccc3)cc2s1	-20%	0.0	-2%	-3%[60.1 µM]	4%	30%[activator]	-3%	-11%	-9%
COc1ccccc1N1CCN(S(=O)(=O)CC23CCC(CC2=O)C3(C)C)CC1 (configuration not stated)	-22%	4.6	-13%	-6%	10%	24%	-6%	-7%	-1%
CCOC(=O)C1=C(c2ccccc2)N2CCS(=O)(=O)N=C2S1	-25%	0.1	nt	-9%	3%	21%	-2%	4%	14%
Cc1ccc(NC(=O)CSc2ccccn2)cc1S(=O)(=O)N1CCOCC1	-11%	0.0	15%	-14%	-5%	-10%	-4%	-6%	-16%
O=C(c1ccc2nccnc2c1)N1CCCC(Nc2ccc(F)c(F)c2)C1 (configuration not stated)	1%	0.7	1%	-16%	17%	22%	-1%	-1%	-12%

Quoted at random: 2 compounds from above.
SMILES	POLB inh	TRHR ag	ERG-DNA inh	POLK inh	APE1 inh	Pol iota inh	BLM helicase inh	12-LOX inh	Anesthetic bind
CCc1ccc(Cn2ncc3c(C(=O)O)cc(C)nc32)cc1	nt	nt	2%	-6%	nt	-26%	nt	-11%	nt
CCOC(=O)C1=C(c2ccccc2)N2CCS(=O)(=O)N=C2S1	-25%	0.1	nt	-9%	3%	21%	-2%	4%	14%

The list goes on.
SMILES	POLB inh	TRHR ag	ERG-DNA inh	POLK inh	APE1 inh	Pol iota inh	BLM helicase inh	12-LOX inh	Anesthetic bind
CCC1CCc2sc(C(=O)N(C)CC(=O)Nc3ccc(N4CCOCC4)cc3)cc2C1 (configuration not stated)	nt	-0.5	-2%	-10%	-1%	22%	nt	4%	nt
Cc1nc2ccccn2c1C(=O)NC1CCCC1	?	1.3	-15%	2%	1%	174%[activator]	-4%	-15%	0%
COc1ccc(C)cc1Cn1nnc2ccccc21	nt	-0.4	14%	6%	3%	1%	nt	6%	nt
N#CC(C(=O)NC1CCCCC1)c1nc2ccccc2nc1N1CCN(c2ccc(F)cc2)CC1 (configuration not stated)	25%	1.4	nt	nt	-1%	nt	-1%	nt	-15%
O=C(Cc1ccccc1)NN1C(=O)c2ccccc2C1=O	-24%	-0.9	4%	-10%	-11%	150%[activator]	5%	?	-5%
COc1ccc(/C=C2\SC(=S)N(CCC(=O)Nc3ccc(O)cc3)C2=O)cc1	2%	-0.5	-5%	-5%	-7%	92%[activator]	0%	-6%	6%
COc1ccc(Nc2nc(N)c3ccccc3n2)c(OC)c1	27%	-1.0	8%	-17%	-13%	6%	-15%	14%	1%
COc1ccc(C)cc1-n1nnnc1SCc1cn2ccsc2n1	4%	-1.3	-1%	7%	-1%	-8%	0%	382%[activator]	-19%
Cc1nc2cnc(Nc3ccccc3)nc2n(C[C@H]2CCCO2)c1=O	nt	nt	nt	0%[60.1 µM]	-1%	nt	2%	35%[activator]	nt
COc1cc(-c2cc(OC)c(O)c(OC)c2)cc(OC)c1O	nt	nt	-6%	-7%	nt	8%	nt	-11%	nt
Cc1ccc(CNC(=O)c2cccc3c2C(=O)c2ccc(N4CCCCC4)cc2S3(=O)=O)cc1	nt	36*	-3%	-17%	19%	?	nt	-20%	nt
COc1cc(Br)c(CNc2cc(C)ccc2C)cc1OC	0%	-0.3	0%	9%	7%	14%	-9%	?	-23%
Cc1ccc(NC(=O)Cn2c(=O)n(CC(=O)NCCc3ccccc3)c(=O)c3ccccc32)cc1C	0%	0.6	4%	-5%	nt	-15%	-5%	?	2%
CC(C)CC(c1nnnn1Cc1ccccc1)N1CCC(C(N)=O)CC1 (configuration not stated)	-20%	-0.2	6%	-5%	5%	6%	4%	?	-2%
O=C(Nc1ccc(F)cc1)c1c(Cl)nc2ccccn12	-1%	0.1	-12%	-5%	-3%	1%	-1%	-6%	-1%
N#CCCN1CCN(Cc2ccccc2)CCC1=O	3%	0.3	3%	14%&-3%	24%	4%&-3%	0%	-2%	-9%
COCCNC(=O)COc1ccccc1Cl	39%	0.0	6%	-10%	20%	6%	-1%	13%	-8%
COc1cccc(N2CCN(c3ccc4nnc(CCC(=O)N5CCN(C)CC5)n4n3)CC2)c1	-14%	0.4	-14%	-2%	11%	29%	3%	-12%	-8%
O=C(Nc1ccccc1)N1CCCN(c2nccc(C(F)(F)F)n2)CC1	-20%	0.1	-1%	0%	3%	?	-3%	34%[activator]	2%
COc1cccc(Cn2c(=O)cnc3cnc(N(C)C)nc32)c1	nt	nt	nt	-2%[60.1 µM]	3%	nt	4%	0%	nt
CC(C)c1ccccc1NS(C)(=O)=O	9%	-3.7	nt	nt	5%	nt	5%	nt	-17%
CCOc1ccc(C(=O)Nc2ccc(-c3nc4cc(CC)ccc4o3)cc2)cc1	0%	0.0	-1%	-8%	nt	89µM*	0%	0%	1%
CN(CC(=O)Nc1ccc(F)c(F)c1F)C(=O)CC1CCCCC1	nt	-0.2	nt	0%	47%[activator]	19%	nt	182%[activator]	nt
CCc1ccccc1NC(=O)COC(=O)C1CC(=O)N(c2ccc(F)cc2)C1 (configuration not stated)	10%	-0.1	-2%	-10%	9%	3%	-5%	0%	-2%
O=C(NCc1ccco1)c1cc(C(=O)C2CCCCC2)c[nH]1	43%	0.0	1%	-5%	?	7%	-4%	-21%	-11%

More entries.
SMILES	POLB inh	TRHR ag	ERG-DNA inh	POLK inh	APE1 inh	Pol iota inh	BLM helicase inh	12-LOX inh	Anesthetic bind
O=[N+]([O-])c1cccc(-c2nnc3cccc(Cl)n23)c1	5%	-0.6	2%	-7%	58%	106%[activator]	-3%	0%	15%
CC(C(=O)O/N=C(\N)c1cccnc1)c1ccc([N+](=O)[O-])cc1 (configuration not stated)	-2%	-0.7	6%	5%	-3%	111%[activator]	-1%	2%	-8%
COc1ccc(CCN2CCCn3c2nc2c3c(=O)[nH]c(=O)n2C)cc1OC	1%	-0.1	9%	7%	39%	55%[activator]	-1%	8%	1%
O=C(Nc1ccc(F)c(Cl)c1)c1ccccc1NC(=O)C1CCCCC1C(=O)O (configuration not stated)	nt	nt	0%	-20%	nt	-9%	nt	-18%	nt
CN(C)C(=O)N1CCC(C(=O)NCC2CCCO2)CC1 (configuration not stated)	1%	0.0	-4%	2%	-9%	-3%	-1%	-5%	5%
O=C(O)c1ccc(N/N=C/C=C/c2ccccc2[N+](=O)[O-])cc1	-26%	-0.8	0%	-4%	-4%	167%[activator]	0%	-6%	-19%
CN(C)S(=O)(=O)c1ccc2c(c1)N(CC(=O)N1CCC(C(N)=O)CC1)CCS2	0%	0.6	4%	-12%[60.1 µM]	nt	-13%	2%	-14%	52%[activator]
O=C(N/N=C/c1ccc(-c2cccc([N+](=O)[O-])c2)o1)c1cccs1	19%	-0.2	-5%	0%	-3%	119%[activator]	-5%	-10%	-12%

Bioassay records: PubChem, National Center for Advancing Translational Sciences (NCATS)
